Lamin A splicing – changes lamin A minigene splicing in HeLa cells; hit rate 0.01% among 200,000; Potency, µM (doses to about 46.1 µM), inactives show at the top dose ratio change, negative = inhibition, actives largely listed as inhibitors; HeLa LMNA splicing GFP/RFP minigene ratio, 48 h; active means well fitted inhibition curve with a large enough effect in the signal ratio, with a control signal flat, not every such curve was filed as active; inconclusive means small, poorly fitted or top-dose-only effect, or effect the other way, or a change in a side signal; the % refers to the signal ratio; further: potency means the concentration at half of the fitted maximal effect; on the % scale 0 is the no-effect control and ±100 the full control effect
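S3 HeLa cells stably expressing lamin A-EGFP splicing minigene plus DsRed2, 600 cells/well, 48 h compound exposure at 37C. Laser-scanning cytometry; analysed as GFP (500-530 nm)/RFP (575-640 nm) total intensity ratio; 0.5% DMSO vehicle.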
CBFb RUNX1 block – blocks binding between human CBF-beta and RUNX1. 230,000 tested, under 10 active. AlphaScreen CBFb-His/RUNX1-biotin binding, biochemical. Q01196+Q13951. Potency, µM (top dose mostly 59.8 µM), for inactives: top-dose activity, negative = inhibition, usual class: inhibitors; further: % of control where 0% means no effect
Target sequence (Q01196 whole entry, looked up): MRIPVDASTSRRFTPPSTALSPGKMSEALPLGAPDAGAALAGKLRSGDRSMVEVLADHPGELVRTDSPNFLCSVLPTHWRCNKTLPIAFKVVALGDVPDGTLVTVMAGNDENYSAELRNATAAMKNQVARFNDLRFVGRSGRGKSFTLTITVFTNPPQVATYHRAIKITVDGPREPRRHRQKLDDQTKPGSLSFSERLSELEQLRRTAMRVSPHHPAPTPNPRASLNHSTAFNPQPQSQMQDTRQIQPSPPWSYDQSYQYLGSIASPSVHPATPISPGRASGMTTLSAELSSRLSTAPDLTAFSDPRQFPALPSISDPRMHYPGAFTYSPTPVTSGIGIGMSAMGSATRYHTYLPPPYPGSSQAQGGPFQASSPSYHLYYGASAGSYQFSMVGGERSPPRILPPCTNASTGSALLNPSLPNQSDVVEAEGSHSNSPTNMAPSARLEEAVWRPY
Target sequence (Q13951 whole entry, looked up): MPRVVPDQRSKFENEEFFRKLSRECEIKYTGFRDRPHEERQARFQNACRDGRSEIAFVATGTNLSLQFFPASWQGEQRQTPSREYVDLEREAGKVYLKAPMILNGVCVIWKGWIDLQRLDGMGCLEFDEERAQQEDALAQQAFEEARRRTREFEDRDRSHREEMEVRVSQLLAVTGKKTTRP
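CBFb-His/RUNX1-biotin, 30 nM each, preincubated 20 min RT; compound 15 min RT; Ni + streptavidin beads 50 ng each, 90 min RT; AlphaScreen read.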
GAA inh – inhibitors of human lysosomal alpha-glucosidase. P10253. purified human GAA, 4-MU-alpha-glucoside fluorescence. Potency, µM (top dose mostly 76.9 µM), for inactives: at the highest dose activity change, negative = inhibition, actives largely listed as inhibitors. hit rate 0.005% among 200,000. AID 1466;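 further: potency means the concentration at half of the fitted maximal effect; plate controls were uninhibited enzyme wells for no effect and no-enzyme background for full effect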
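AC50 values come from Hill fits of compound titrations (up to 77 uM) against 4 nM human enzyme. Substrate 4-methylumbelliferyl-alpha-D-pyranoside at 400 uM, pH 5.0 citrate buffer, 20 min room temperature; fluorescence Ex 365/Em 440 after alkaline stop.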
GAA spleen mod – lysosomal alpha-glucosidase (human) modulation | human spleen homogenate, 4-MU-alpha-glucoside fluorescence | P10253 | hit rate 0.006% among 240,000 | Potency, µM (series often up to 79.9 µM), inactives show top-dose activity change, negative = inhibition, hits mostly inhibitors;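 further: potency means the concentration at half of the fitted maximal effect; 0% = enzyme with vehicle and -100% = no enzyme basal signal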
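Human spleen homogenate (1 ug) incubated with compounds and 1 mM 4-methylumbelliferyl-alpha-D-glucopyranoside in pH 5.0 citrate/phosphate buffer, 37 C, 40 min. Stopped at pH 10; 4-MU fluorescence (Ex 365/Em 440 nm); AC50 by Hill fit.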
HttQ103 aggreg – inhibitors of mutant huntingtin aggregate formation in PC12 cells. PC12 HttQ103-GFP aggregates, Acumen cytometry, 40 h. Potency, µM (highest dose often 46.1 µM), for inactives: top-dose activity change, negative = inhibition, actives largely listed as inhibitors. hit rate 1.1% among 220,000; further: potency means the concentration at half of the fitted maximal effect; on the % scale 0 is the no-effect control and ±100 the full control effect; nearly all actives have a fitted effect of over 60% in size
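PC12 cells stably carrying ecdysone-inducible HTT exon 1 Q103–GFP were induced with tebufenozide (100 nM final) and treated with library compounds in titration. GFP aggregates in lysates were counted by laser scanning cytometry.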
HTT cytoprotect – protects HTT-Q103 PC12 cells, measured by ATP; PC12 HTT-Q103 induced, cytoprotection, ATP luminescence, 40 h; hit rate 0.14% among 230,000; Potency, µM (top dose mostly 56.4 µM), for inactives: cytoprotection (ATP increase), hits mostly activators;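 further: potency means the concentration at half of the fitted maximal effect; % of control where 0% means no effect; nearly all actives have a fitted effect of over 45% in size; toxic huntingtin expression switched on by the ecdysone agonist tebufenozide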
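Cells were plated at 1500 per well in phenol red-free DMEM with 5% equine and 5% calf serum. Tebufenozide (100 nM final) and compounds were added, then ATPlite reagent, and luminescence was read.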
GAA glycogen – GAA glycogen-cleavage inhibition or activation; Potency, µM (top dose mostly 76.4 µM), for the others: top-dose activity change, negative = inhibition, actives largely listed as inhibitors; P10253; hit rate 0.38% among 300,000; recombinant GAA, glycogen substrate, Amplex Red glucose oxidase fluorescence; AID 2100;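 further: potency means the concentration at half of the fitted maximal effect; 0% = full enzyme reaction and -100% = no-enzyme basal signal; the screen sought inhibitors and activators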
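Recombinant human enzyme (4 nM); glycogen substrate; 37 C, 40 min, pH 5.0. Readout: coupled glucose oxidase/Amplex Red fluorescence.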
* = called active by the depositor; ? = inconclusive; . = no result given; [ ] = dose if it differs, or a comment. Unless noted, the call rests on the fitted dose curve; in most records, active means well fitted curve in the direction sought with a large enough effect; inconclusive means small, poorly fitted or top-dose-only effect, or another doubt; inactive means no such curve, though single readings can be large; an effect the other way counts as inactive or inconclusive.

Sample of the layout (2 entries):
| Compound | Lamin A splicing | CBFb RUNX1 block | GAA inh | GAA spleen mod | HttQ103 aggreg | HTT cytoprotect | GAA glycogen |
| --- | --- | --- | --- | --- | --- | --- | --- |
| COc1ccc(CN2CC34C=CC(O3)C(C(=O)O)C4C2=O)cc1 (stereo not drawn) | -2% | -2% | 0% | -3% | -7% | 4% | 4% |
| Cc1cccc(CN2CCC(CNC(=O)CCNC(=O)Cn3ccc4ccccc4c3=O)CC2)c1 | -3% | 2% | -22% | -8% | 0% | 19%[10 µM] | -3% |

The listing (from the top)
| Compound | Lamin A splicing | CBFb RUNX1 block | GAA inh | GAA spleen mod | HttQ103 aggreg | HTT cytoprotect | GAA glycogen |
| --- | --- | --- | --- | --- | --- | --- | --- |
| COc1ccc(CN2CC34C=CC(O3)C(C(=O)O)C4C2=O)cc1 (stereo not drawn) | -2% | -2% | 0% | -3% | -7% | 4% | 4% |
| Cc1cccc(CN2CCC(CNC(=O)CCNC(=O)Cn3ccc4ccccc4c3=O)CC2)c1 | -3% | 2% | -22% | -8% | 0% | 19%[10 µM] | -3% |
| CC(C)c1nnc(NC(=O)Cn2nc(-c3ccc4c(c3)OCCO4)ccc2=O)s1 | 9% | 19% | 0% | -4% | -6% | -26% | 2% |
| CCN(CC)C(=O)CN(C)S(=O)(=O)c1cccc2nsnc12 | 8% | 4% | -6% | 7% | 0% | -6% | 6% |
| CCCC1CC(C#N)N(N(C)C)C1=C(C#N)C#N (stereo not drawn) | . | 5% | . | 1% | 8%[9.22 µM] | 2%[10 µM] | -3% |
| COC(=O)C1C2CCC(C2)C1C(=O)OCC(=O)c1ccccc1 (stereo not drawn) | 3% | -1% | 5% | -8% | -5% | -9% | 8% |
| COc1ccc(S(=O)(=O)N2CCOCC2)cc1C(C)C | 20% | 7% | -6% | 4% | -2% | -10%[0.074 µM] | 1% |
| Cc1ccn2c(C(=O)NN=C3CCCCCCC3)c(C)nc2c1 | -3%[46 µM] | 1% | 11% | 3% | 6%[9.22 µM] | 5%[10 µM] | 40µM* |
| Cc1ccc(C(=O)N2CCN(C(=O)c3ccccc3)C2c2ccc(N(C)C)cc2)cc1 (stereo not drawn) | 3% | 7% | ? | -11% | 13% | 19%[0.074 µM] | 5% |
| COc1ccccc1N1CCN(C(=S)Nc2ccc(S(=O)(=O)N3CCOCC3)cc2)CC1 | . | -11% | . | -5% | 12%[9.22 µM] | 14%[10 µM] | 1% |
| COc1nc(OCCNS(=O)(=O)c2ccc(C)cc2)nc(N(C)C)n1 | . | 1% | 1%[15.4 µM] | -1% | 7%[9.22 µM] | 30%[10 µM] | -1% |
| COC(=O)c1[nH]c2ccc(Br)cc2c1NC(=O)CN1CCCCC1CCO (stereo not drawn) | 1% | -1% | -3% | -11% | 26% | -26% | -2% |
| O=C1CCCN1c1ccc(CNS(=O)(=O)c2ccc(F)cc2)cc1 | -2% | 13% | -4% | 0% | -5% | 17% | 7% |
| Fc1cc(Br)ccc1NC(=S)NCCc1ccccc1 | -4% | -1% | -11% | -4% | -21% | -16% | -8% |
| CCN1CCN(c2cc(C)c3cc(NC(=S)N4CCCCC4)ccc3n2)CC1 | . | 12% | 13% | 1% | 7% | 13% | ? |
| Cc1cc(C)nc(SCC(=O)n2c3c(c4ccccc42)CCCC3)n1 | ? | 5% | -1% | 0% | 10% | . | -3% |
| Cc1csc2cc(-c3cccc([N+](=O)[O-])c3)c(-c3cccc([N+](=O)[O-])c3)c[n+]12 | 3% | 7% | 5% | -2% | -16% | 3%[10 µM] | 4% |
| COC(=O)[C@H]1C[C@@H]1[C@H](NC(=O)[C@H]1C[C@@H]1[C@H](NC(=O)OCc1ccccc1)c1ccccc1)c1ccccc1 | ? | 4%[2.36 µM] | 3% | 11% | 4% | . | -4% |
| Cc1nc(S/C(=C/c2ccc(OCc3ccc(C(=O)O)cc3)cc2)C(=O)O)n[nH]1 | -7%[46 µM] | ? | -5% | -3% | -9% | -43% | -1% |
| CC(=O)O[C@@]1(C(C)=O)CCC2C3CC(C)C4=CC(=O)CC[C@@]4(C)C3CC[C@]21C (stereo partly drawn) | ? | 8% | . | -2% | -4% | -59%[inhibitor] | . |
| CCCc1c(C)nn(-c2ncccc2[N+](=O)[O-])c1C | ? | -2% | -10% | 3% | -9% | -1%[10 µM] | 5% |
| C=CCC(CC=C)(NC(=O)c1ccccc1C(=O)O)c1ccccc1 | -9% | 10% | -6% | -18% | 3% | 6%[10 µM] | 10% |
| COc1ccc(NC(=O)CNCCC2=CCCCC2)cc1 | -5% | -3% | -15% | 0% | 4% | 17% | -4% |
| CC(=O)Nc1ccc(OS(=O)(=O)c2ccc(C(C)(C)C)cc2)cc1 | 10%[46 µM] | 15% | -5% | -13% | -8%[9.22 µM] | 5%[10 µM] | 4% |
| COC(=O)c1nc2nc(-c3cccs3)cc(C(F)(F)F)n2n1 | -1% | -1% | ? | 13% | 5% | . | 1% |
| O=C(O)c1ccc(Sc2nnc(-c3cccc(Br)c3)o2)c([N+](=O)[O-])c1 | ? | 1% | 6% | 8% | 4% | -4% | 6% |
| Cc1ccc(-n2c(=O)cc(N3CC(C)CC(C)C3)[nH]c2=O)cc1 (stereo not drawn) | 4% | 0% | -1% | -4% | 16% | -2% | 0% |
| O=C(c1ccc(C(F)(F)F)cc1)C1CCCN(C(=O)c2cnccn2)C1 (stereo not drawn) | . | 0% | -4% | 7% | 2% | -9% | 0% |
| CCOc1ccc(C2CC(c3ccc(F)cc3)n3ncnc3N2)cc1 (stereo not drawn) | 3% | 1%[2.36 µM] | -2% | 1% | -8% | -2% | -7% |
| CCC(=O)Nc1cccc(-c2nnc(SCC(=O)NCc3ccco3)n2C)c1 | 3% | -1% | 4% | 0% | -6% | 18% | 4% |
| CCOc1ncccc1C(=O)OCC(=O)Nc1ccc(C(C)C)cc1 | 18%[46 µM] | -1% | -5% | 1% | 2% | -49%[inhibitor] | -8% |
| Cc1cnc(CNc2nc(-c3cccc(NS(C)(=O)=O)c3)nc3ccccc23)cn1 | -7% | . | . | 2% | . | -2% | . |
| CSc1ccccc1C(=O)OCC(=O)NC1CCS(=O)(=O)C1 (stereo not drawn) | . | 0% | -2% | -7% | 12% | . | 5% |
| O=S1(=O)C=C(Sc2nnc(-c3ccccc3)o2)c2ccccc21 | ? | -4% | -9% | -2% | 4.5µM* | -114%[inhibitor] | -5% |
| O=C(C[n+]1ccc(-c2nnc3n2CCCCC3)cc1)c1ccc(Cl)cc1 | . | 6% | . | -4% | 8%[9.22 µM] | -11%[10 µM] | 3% |
| COc1ccc(CN(CCCN2CCOCC2)S(=O)(=O)N(C)C)cc1OC | -6% | 0% | -1% | 3% | 6% | -11% | 8% |
| O=C(NCc1cccs1)C(=O)NCC1OCCCN1S(=O)(=O)c1cccs1 (stereo not drawn) | 16%[46 µM] | -6% | -3% | . | 17% | -32%[inhibitor] | 4% |
| CCOC(=O)c1cccc(NC(=O)C2CCCN(S(=O)(=O)c3c(C)nn(C)c3C)C2)c1 (stereo not drawn) | -8% | 1% | -11%[15.4 µM] | 3% | 5% | 2% | 7% |
| O=c1cc(CSc2ccc(Cl)cc2)nc(N2CCCCC2)[nH]1 | ? | -2% | 3% | 1% | -9% | -5% | 13% |
| O=C(Cn1cnc2ccccc2c1=O)Nc1ccc(S(=O)(=O)N2CCOCC2)cc1 | . | 10% | -21% | 0% | 19% | . | -16% |
| O=c1c(-c2ccc(F)cc2)nc2cnc(N3CCNCC3)nc2n1-c1ccccc1 | ? | . | . | 7% | . | -277%[inhibitor] | . |
| CCOC(=O)CNc1nnc(SCC(=O)OCC)[nH]c1=O | 2% | 2% | -4% | -9% | 4% | 0%[10 µM] | -2% |
| C/C=C/c1ccc2oc(-c3ccc(O)cc3)c(C)c2c1 | . | 11% | . | -5% | . | -20% | . |
| O=C(OCc1cc2ccccc2[nH]c1=O)C1CCCO1 (stereo not drawn) | 0% | -8% | -6% | -1% | 10% | -19% | -10% |
| Cc1ccc(-c2csc(C(C#N)=C3CCCC3)n2)cc1 | 6% | -2% | 10% | -7% | -8% | -12% | 7% |
| Cc1ccc(Cl)cc1N(Cc1ccc(C(=O)NCc2cccnc2)cc1)S(=O)(=O)c1ccccc1 | ? | -14% | -6% | -5% | ? | -44%[inhibitor] | -10% |
| O=C(N/N=C/c1cccs1)c1cccc(NC(=O)c2ccccc2Cl)c1 | -12% | 4% | -2% | -3% | -19% | 12%[10 µM] | -4% |
| COc1ccc(-c2c(C#N)c(N)nc3c2CCC3)cc1 | -9%[46 µM] | 0% | ? | 5% | -23% | -21% | 5% |
| CC(C)c1ccc(Nc2ncccc2C#N)cc1 | 16% | 18% | 5% | -14% | -2% | -11% | -2% |
| C/C(=N\OC(=O)C1CC1)C1CC1c1ccc(F)cc1 (stereo not drawn) | 3%[46 µM] | -3% | 3% | -9% | 1% | 20%[10 µM] | -2% |
| COc1ccc2c(CC(=O)N3CCN(S(=O)(=O)c4cccs4)CC3)coc2c1 | ? | -6% | -12% | -16% | -13% | 29%[10 µM] | -2% |
| Cc1sc(NC(=O)/C=C/c2ccco2)c(C(=O)OC(C)C)c1C | -16% | 0% | 2% | -3% | 30% | 8%[10 µM] | -6% |
| CC1(C)CC(=O)C2=C(C1)OC(N)=C([N+](=O)[O-])C2c1cccs1 (stereo not drawn) | 1% | 2% | 0% | 5% | -8% | . | 2% |
| CCS(=O)(=O)n1nc(C(=O)N2CCOCC2)nc1N | 12% | 10% | -10% | -7% | -10% | -2%[10 µM] | 2% |
| Cc1ccc(Nc2nc(N/N=C\c3ccc4c(c3)OCO4)nc(N3CCOCC3)n2)cc1 | . | 2% | -7% | . | -26% | . | -4% |
| O=S(=O)(N/N=C/c1ccccc1F)c1ccccc1 | . | -18% | -12% | -4% | 13% | -19% | ? |
| CCOc1ccc(CN2C(=O)c3ccccc3C2C(=O)NCc2cccnc2)cc1 (stereo not drawn) | -3% | 6% | -1% | -2% | -3% | 2% | 7% |
| Cc1cc(C)c(C(=O)O)c(CC(C)(C)C(=O)O)c1 | 8%[46 µM] | 11% | -9% | 2% | 17%[9.22 µM] | 2%[10 µM] | 1% |
| COc1ccc(NC(=O)C(NC(=O)c2ccc(=O)[nH]c2)c2ccc(C)cc2)cc1 (stereo not drawn) | -6% | 2% | -5% | -3% | 5% | -2%[10 µM] | -2% |
